Screening data: PubChem BioAssay, Sanford-Burnham Center for Chemical Genomics
MPTP block = permeability transition pore inhibition; AID 602449; isolated mouse mitochondria, Ca2+ swelling absorbance, 30 min; 360,000 tested, 1.4% active; inhibition, % at 10 µM;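 active = inhibition of 50% or more, scaled per plate between neutral and stimulator controls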;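 also: 0% = DMSO wells given calcium and 100% = 1 mM EGTA wells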
SENP6 block = inhibitors of human SENP6 protease; Q9GZR1; Recombinant SENP6 catalytic domain, aminoluciferin luminescence; inhibition, % at 10 µM; 330,000 tested, 1.8% active; AID 2599;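 active = inhibition above about 50% at the single tested dose, limit read from the data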;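 also: plate controls were DMSO wells with enzyme for no effect and DMSO wells lacking enzyme for full effect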
Target sequence (Q9GZR1 628-1112 limits assumed): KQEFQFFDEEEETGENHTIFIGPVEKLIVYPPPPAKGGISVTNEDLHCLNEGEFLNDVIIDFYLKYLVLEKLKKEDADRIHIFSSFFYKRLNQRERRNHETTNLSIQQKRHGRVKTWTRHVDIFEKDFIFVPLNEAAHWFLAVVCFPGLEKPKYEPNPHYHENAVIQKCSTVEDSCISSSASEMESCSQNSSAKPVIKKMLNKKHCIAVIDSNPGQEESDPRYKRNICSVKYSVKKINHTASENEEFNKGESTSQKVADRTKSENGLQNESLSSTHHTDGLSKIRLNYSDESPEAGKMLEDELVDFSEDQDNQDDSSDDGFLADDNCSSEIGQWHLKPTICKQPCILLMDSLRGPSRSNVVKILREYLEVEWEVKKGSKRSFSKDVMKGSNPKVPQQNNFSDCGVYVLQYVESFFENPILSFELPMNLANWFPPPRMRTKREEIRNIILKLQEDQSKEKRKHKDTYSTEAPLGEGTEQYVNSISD
ATG4B inh = ATG4B (human) cysteine protease inhibition; Q9Y4P1; ATG4B cleavage of LC3-PLA2, NBD-HPC fluorescence, 1 h; inhibition, % at 8.33 µM; 340,000 tested, 0.51% active; in the data active = inhibition above about 40%
Target sequence (Q9Y4P1 whole entry, looked up): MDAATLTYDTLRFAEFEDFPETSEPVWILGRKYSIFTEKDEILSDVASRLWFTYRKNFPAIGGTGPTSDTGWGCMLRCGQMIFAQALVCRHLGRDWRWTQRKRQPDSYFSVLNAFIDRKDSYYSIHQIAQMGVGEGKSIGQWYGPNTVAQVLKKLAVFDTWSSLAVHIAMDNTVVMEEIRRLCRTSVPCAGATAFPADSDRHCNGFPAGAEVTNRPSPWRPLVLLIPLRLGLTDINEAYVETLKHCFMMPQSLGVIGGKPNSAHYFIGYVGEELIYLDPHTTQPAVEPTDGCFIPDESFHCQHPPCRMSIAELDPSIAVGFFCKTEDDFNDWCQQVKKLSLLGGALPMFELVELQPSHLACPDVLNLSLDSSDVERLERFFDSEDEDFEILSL
NR3A LBD binder = modulates the human NR3A ligand-binding domain. 340,000 tested, 2.5% active. Tm shift relative to glycine control, % at 25 µM. NR3A LBD differential scanning fluorimetry, Tm shift; 0% = protein alone, 100% = glycine-bound protein. AID 1259313;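 active = melting temperature shift of at least 10% of the positive control shift, at one fixed dose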
SENP8 block = SENP8 (human) protease inhibition; Q96LD8; recombinant SENP8, Nedd8 substrate fluorescence; inhibition, % at 20 µM; 360,000 tested, 0.64% active; in the data active = inhibition mostly above about 40%, no sharp cut-off; inactive = mostly below about 27%
SENP1 inh = inhibitors of human SENP1 SUMO protease catalytic domain; Q9P0U3; recombinant SENP1 catalytic domain, CyPet-SUMO1-YPet FRET cleavage; inhibition, % at 10 µM; 360,000 tested, 0.21% active; AID 624204;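 active = inhibition at least 30% at 10 µM, raw YFP signal under a set limit, fluorescence ratio 0.5 to 1.5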;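 also: 0% = enzyme with DMSO and 100% = no enzyme wells; some results filed as inactive read as strong as hits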
Target sequence (Q9P0U3 419-644 limits assumed): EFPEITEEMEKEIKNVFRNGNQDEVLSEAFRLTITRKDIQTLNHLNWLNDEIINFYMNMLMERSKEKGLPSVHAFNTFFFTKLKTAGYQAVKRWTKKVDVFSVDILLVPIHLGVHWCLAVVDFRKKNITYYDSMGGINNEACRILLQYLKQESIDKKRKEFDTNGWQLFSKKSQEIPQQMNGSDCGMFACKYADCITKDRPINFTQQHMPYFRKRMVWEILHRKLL
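material = recombinant human SENP1 catalytic domain, His6-tagged | quantity = 20 pM enzyme | reagent = 25 nM SUMO1 FRET substrate | compound dosing = 10 µM single point, 0.5% DMSO | timing = 50 min enzyme reaction, room temperature, light-protected | detection = FRET, CFP and YFP emission | control set = no-enzyme low, enzyme-DMSO high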
PfG6PD inh = PfG6PD (Plasmodium falciparum) enzyme inhibition. PfGluPho enzyme, NADPH resazurin-diaphorase fluorescence. inhibition, % at 20 µM. 350,000 tested, 0.78% active;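 active = inhibition reaching at least a set limit at 20 µM in the primary screen, cut at about 59% in these data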;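 also: 0% = DMSO wells with substrate and 100% = DMSO wells lacking glucose-6-phosphate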
hIAP activ = increases human intestinal alkaline phosphatase activity; P09923; purified human IAP, CDP-Star luminescence, 30 min; stronger effect = higher value; 1 = vehicle-only enzyme, 0 = enzyme-free background; activation factor at 10 µM; 330,000 tested, 0.16% active;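 active = activation factor of the enzyme at least 2-fold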; also: the source names both 10 and 20 µM as test concentration; values of inactives mirror those of a sister screen read the other way
The depositor's hits bear a star; nt = no result given. Hits appear at their usual frequency; any-hit rate near 6.7%.

no.	SMILES	MPTP block	SENP6 block	ATG4B inh	NR3A LBD binder
1	CC1CCN(c2nc3ccc(C(=O)NCCCN4CCCCC4C)cc3s2)CC1 (stereo not given)	2.3	-18	nt	-2
2	O=C(O)c1cc(S(=O)(=O)N2CCCCC2)ccc1F	-2.0	-6	-2	-1
3	CCOc1ccccc1NC(=O)C(OC(=O)C1CC1)c1ccccc1 (stereo not given)	0.5	-8	-1	-1
4	O=C(/C=C/c1ccco1)Nc1ccccn1	-0.1	nt	5	-5
5	COc1ccc(NC2CC(=O)NC2=O)cc1 (stereo not given)	0.4	-1	2	0
6	CC(C)(C)c1ccc(OCC(=O)Nc2ccc3c4c(cccc24)C(=O)NC3=O)cc1	-3.0	nt	-7	3
7	Brc1ccc(-c2nc(-c3ccccc3)no2)o1	1.7	90*	12	2
8	CCCCCOc1ccc(Br)cc1CSC(=N)N	68*	nt	16	-4

no.	SENP8 block	SENP1 inh	PfG6PD inh	hIAP activ
1	8	2	5	0.89
2	12	0	-5	1
3	3	-1	2	0.99
4	4	-3	9	nt
5	25	3	23	1.1
6	-352	25	-1	nt
7	10	4	7	0.86
8	17	0	21	nt

(list continues)
no.	SMILES	MPTP block	SENP6 block	ATG4B inh	NR3A LBD binder
9	O=C(COC(=O)CNC(=O)c1ccc(Cl)c([N+](=O)[O-])c1)NNC(=O)c1ccccc1F	0.8	-5	-5	0
10	COc1cc(/C=N/NC(=O)C(Cc2c[nH]c3ccccc23)NC(=O)OCC(C)C)cc([N+](=O)[O-])c1OCc1ccccc1 (stereo not given)	-3.1	-13	0	0
11	O=C(CCCN1C(=O)c2cccc3cccc(c23)C1=O)N1CCN(c2ncccn2)CC1	1.2	-12	-16	-1
12	CSc1ccccc1C(=O)NC1CCCCC1	-0.7	0	10	0
13	CC1CCCN(CC(=O)N2c3ccccc3Sc3ccccc32)C1 (stereo not given)	-1.9	-8	3	-1
14	COc1ccc(-c2nn(-c3ccccc3)cc2/C=C(\CC(=O)O)c2nc3ccccc3s2)cc1OC	0.2	18	40	-10
15	O=C(Nc1ccc(C(=O)N2CCOCC2)cc1)c1ccccc1	0.7	nt	5	-1
16	CCN(CC)S(=O)(=O)c1ccc2c(c1)N(CC(=O)Nc1cccnc1Cl)C(=O)CO2	1.3	-10	-1	3

no.	SENP8 block	SENP1 inh	PfG6PD inh	hIAP activ
9	-9	0	1	1
10	-9	0	-4	1
11	-137	-1	-6	1
12	7	1	0	0.97
13	-1	0	-13	1.1
14	-470	-14	-20	0.99
15	6	0	-2	nt
16	5	3	11	1.1

Copied from above: nos. 11–12
no.	SMILES	MPTP block	SENP6 block	ATG4B inh	NR3A LBD binder
11	O=C(CCCN1C(=O)c2cccc3cccc(c23)C1=O)N1CCN(c2ncccn2)CC1	1.2	-12	-16	-1
12	CSc1ccccc1C(=O)NC1CCCCC1	-0.7	0	10	0

no.	SENP8 block	SENP1 inh	PfG6PD inh	hIAP activ
11	-137	-1	-6	1
12	7	1	0	0.97

Going on with the list.
no.	SMILES	MPTP block	SENP6 block	ATG4B inh	NR3A LBD binder
17	O=C(CSc1nnc(NC(=O)c2ccccc2Cl)s1)NC1CC1	-1.9	-13	5	1
18	Cc1c(N=C2N=C(NC(=O)c3ccc(F)cc3)c3ccccc32)c(=O)n(-c2ccccc2)n1C	3.9	-5	-16	-5
19	O=C(O)C1CN(C(=O)c2cccc(Br)c2)C1	-0.1	8	-12	0
20	O=C(Nc1ccccc1C(=O)N1CCOCC1)c1ccc(F)cc1	-0.9	-29	-4	2
21	CC1CC(C)(C)NC(=S)N1CCCC(=O)N1CCN(c2ccccc2F)CC1 (stereo not given)	0.0	-4	-6	1
22	C[C@@H]1CN([C@H](C)CO)C(=O)c2c(c3ccccc3n2C)-c2ccccc2CO[C@H]1CN(C)C(=O)Nc1ccccc1	0.0	nt	nt	nt
23	CCn1c(C)nc2cc(C(=O)NN=Cc3ccccc3OC(F)F)ccc21	-0.8	34	3	-1
24	CSCC[C@H](NC(=O)OC(C)(C)C)c1nnc(SCC(=O)Nc2c(C)cccc2C)o1	1.7	-19	0	-4

no.	SENP8 block	SENP1 inh	PfG6PD inh	hIAP activ
17	5	1	-13	1
18	32	21	1	0.91
19	9	1	2	1.1
20	17	0	-9	1.1
21	6	3	-1	0.96
22	-3	-2	4	nt
23	-10	2	1	1
24	24	3	-13	1.5

The list goes on:
no.	SMILES	MPTP block	SENP6 block	ATG4B inh	NR3A LBD binder
25	Cc1ccc(S(=O)(=O)n2cnc3cc([N+](=O)[O-])ccc32)c(C)c1	-1.9	-3	-1	-3
26	COc1ccc(OCC(O)CNC(=O)c2sccc2Cl)cc1 (stereo not given)	2.7	-14	0	5
27	CCN1CCN(CCCNC(=O)c2cc3c(=O)oc4ccc(C)cc4c3s2)CC1	-2.6	-6	-5	-3
28	COc1ccc(OC)c(NC(=O)c2cnn(-c3ccccc3)c2C)c1	-0.5	-3	-2	0
29	COc1ccc(Nc2nc(N)nc(C(F)(F)F)n2)c(OC)c1	1.2	-2	-8	-1
30	COC(=O)C1=C(C(=O)OC)C(c2cc([N+](=O)[O-])ccc2O)c2sc(=O)[nH]c2S1 (stereo not given)	0.8	-23	1	-2
31	CCOc1ccccc1N(CC(=O)NCc1ccco1)C(=O)CCC(=O)Nc1nccs1	-0.7	14	-7	-1
32	COC(=O)CSc1nc2ccccc2nc1SCC(=O)OC	-0.3	-21	-4	2

no.	SENP8 block	SENP1 inh	PfG6PD inh	hIAP activ
25	10	1	1	1.1
26	8	-1	11	0.78
27	-189	-2	-9	0.93
28	6	2	10	0.88
29	13	1	4	0.83
30	39	1	2	0.91
31	2	0	-3	0.93
32	-23	-2	42	0.89

Part of the list above, with one line to a screen.
26	COc1ccc(OCC(O)CNC(=O)c2sccc2Cl)cc1 (stereo not given)
25	Cc1ccc(S(=O)(=O)n2cnc3cc([N+](=O)[O-])ccc32)c(C)c1
entry no.,26,25
MPTP block,2.7,-1.9
SENP6 block,-14,-3
ATG4B inh,0,-1
NR3A LBD binder,5,-3
SENP8 block,8,10
SENP1 inh,-1,1
PfG6PD inh,11,1
hIAP activ,0.78,1.1

(continued)
no.	SMILES	MPTP block	SENP6 block	ATG4B inh	NR3A LBD binder
33	COc1ccc(C(=O)COC(=O)CCN=C2NS(=O)(=O)c3ccccc32)cc1OC	2.8	3	2	0
34	O=C1Nc2ccc(C(=O)O)c(O)c2C1=O	-1.4	nt	-2	-1
35	CC(C)N(C(=O)Cn1c(SCC(=O)NCc2ccc3c(c2)OCO3)nc2ccccc21)C(C)C	0.9	-10	-7	-5
36	COCCn1c(SCC(=O)Nc2sc(C)c(C)c2C#N)nnc1C(C)C	21	-11	-8	-1
37	CCn1c(Cc2ccc(OC)cc2)nnc1SCC(=O)NC1CC1	-0.2	-6	1	0
38	CCC/C=C(\CCC)C(NS(=O)(=O)c1cccc2cccnc12)c1ccc(C(=O)OC)cc1 (stereo not given)	nt	-13	-5	-4
39	CCOC(=O)[C@H]1[C@H]2COc3ccc(OC)cc3[C@@H]2N2C(=O)CN(Cc3ccco3)C(=O)[C@@]12C	-0.8	21	-11	-1
40	Cc1onc(-c2ccccc2)c1-c1n[nH]c(=S)n1-c1ccc(C(=O)O)cc1	-0.4	-21	-12	-2

no.	SENP8 block	SENP1 inh	PfG6PD inh	hIAP activ
33	12	3	7	0.92
34	28	1	-9	nt
35	13	0	-15	1.1
36	14	1	5	0.98
37	6	1	1	0.92
38	nt	nt	19	1.1
39	-13	0	0	0.89
40	21	1	20	0.97

(cont.)
no.	SMILES	MPTP block	SENP6 block	ATG4B inh	NR3A LBD binder
41	CC(=O)NC12CC3CC(C1)CC(C(=O)N1CCN(S(=O)(=O)c4ccc([N+](=O)[O-])cc4)CC1)(C3)C2	-0.7	nt	-10	2
42	Cc1csc2nc(O)c(C(=O)NCCCN3CCCC3=O)c(=O)n12	-2.1	-14	-11	1
43	COc1cccc2c3c(c(C)nc12)CCN3c1ccccc1	7.3	4	-3	0
44	CCc1nnc(NS(=O)(=O)c2ccc(N=Cc3c(C)[nH]n(-c4ccc(C)cc4)c3=O)cc2)s1	2.6	-11	-3	2
45	O=C(Cn1cnc2cc([N+](=O)[O-])ccc2c1=O)Nc1ccc(Br)cc1	15	-8	-4	-1
46	CCc1ccc(-c2nc(CS(=O)CC(=O)NCc3ccccc3)c(C)o2)cc1 (stereo not given)	-2.8	-6	10	0
47	C=C(C)COc1ccc(-c2[nH]ncc2Oc2ccc(OC)cc2)c(O)c1	26	-25	12	9
48	CCOC(=O)N1CCOCCOCCN(C(=O)OCC)CCOCC1	0.2	-8	-5	-1

no.	SENP8 block	SENP1 inh	PfG6PD inh	hIAP activ
41	8	1	1	nt
42	8	2	4	1
43	-427	-1	-7	1.1
44	21	1	3	1.2
45	-73	-43	12	0.91
46	-16	-10	10	0.92
47	22	1	7	1.7
48	5	2	11	0.74

Next section
no.	SMILES	MPTP block	SENP6 block	ATG4B inh	NR3A LBD binder
49	CC1(C)CC(NC(=S)Nc2ccc(S(N)(=O)=O)cc2)CC(C)(C)N1	-1.3	-5	7	1
50	CC(=O)c1ccc(OCC(=O)NC(=O)NC2CCCC2)cc1	1.8	nt	nt	nt
51	Cc1csc(=O)n1CC(=O)OCc1nnc(-c2ccccc2)o1	-1.4	-7	-1	2
52	CC(C)(C)c1ccc(S(=O)(=O)Nc2cccc(C3OCCCO3)c2)cc1	49	-12	-5	-2
53	COc1cccc(N2CCN(CC(=O)c3c[nH]c4ccc(OC)cc34)CC2C)c1 (stereo not given)	-0.8	-51	-12	-5
54	CCOc1ccc(C(C)=O)cc1COC(=O)c1cccnc1SC	-0.9	-18	-13	-1
55	CCOCCCNC(=O)c1ccc(C2SCC(=O)N2Cc2ccccc2)cc1 (stereo not given)	-0.4	4	0	-3
56	C=CCn1ccc(=O)nc1SC	-0.3	nt	7	0

no.	SENP8 block	SENP1 inh	PfG6PD inh	hIAP activ
49	3	3	20	0.98
50	14	3	0	nt
51	2	-2	0	0.97
52	17	1	9	1.2
53	-31	-10	21	0.98
54	10	2	7	0.95
55	8	0	-15	1.2
56	7	0	-8	nt

Full records from above. Order of values: MPTP block	SENP6 block	ATG4B inh	NR3A LBD binder	SENP8 block	SENP1 inh	PfG6PD inh	hIAP activ
CCOc1ccc(C(C)=O)cc1COC(=O)c1cccnc1SC reads -0.9	-18	-13	-1	10	2	7	0.95
Cc1csc(=O)n1CC(=O)OCc1nnc(-c2ccccc2)o1 reads -1.4	-7	-1	2	2	-2	0	0.97
C=CCn1ccc(=O)nc1SC reads -0.3	nt	7	0	7	0	-8	nt

More results follow.
no.	SMILES	MPTP block	SENP6 block	ATG4B inh	NR3A LBD binder
57	Cc1ccc(C)c(S(=O)(=O)Nc2ccc(C(=O)N3CCOCC3)cc2)c1	-1.4	nt	nt	nt
58	CC(C)(C)NC(=O)C(c1ccc(O)cc1)N(Cc1ccccc1)C(=O)CCC(=O)Nc1nccs1 (stereo not given)	-1.5	-6	-11	-2
59	O=C(/C=C/c1cccs1)N1CCOCC1	-1.9	-17	5	0
60	O=C(CCN1C(=O)/C(=C\c2ccccc2)SC1=S)NNC(=O)c1ccccc1O	18	2	-3	12*
61	O=S(=O)(NCC(c1ccco1)N1CCCCC1)c1cccc(C(F)(F)F)c1 (stereo not given)	1.4	0	-9	-1
62	Cc1c(/C=N/NC(=O)c2cc(=O)[nH]c(=O)[nH]2)c2ccccn2c1C(=O)c1ccccc1	-0.9	-20	-2	3
63	Cn1c(SCC(=O)c2ccccc2)nnc1-c1cccs1	1.4	-1	-8	1
64	COc1ccc(N2CCN(C(=O)CN=C3NS(=O)(=O)C(c4ccc(C)cc4)=C3C)CC2)cc1	-2.5	-13	-4	2
65	CCc1ccc(CN(C)CCc2ccccn2)cc1	-0.1	14	0	-4
66	CCN1CCN(CC(=O)Nc2ccc(C)cc2C)C(=O)C1=O	-1.4	-11	-11	-2

no.	SENP8 block	SENP1 inh	PfG6PD inh	hIAP activ
57	10	2	1	nt
58	8	-2	10	0.86
59	11	2	-20	1
60	9	3	-45	1.9
61	-34	-1	5	1
62	-42	23	0	1.2
63	-8	2	18	0.85
64	14	0	6	0.93
65	8	-2	-1	1.1
66	4	1	2	0.94
